Bioassay records deposited in PubChem by NCI.
All columns: NCI-60 one-dose screen, growth in % after 48 h at 10 µM unless noted; 100 = growth as untreated, 0 = no growth, -100 = all killed.
MDA-MB-231 – MDA-MB-231 breast cancer | hit rate 5% among 81,000 | AID 1794789
K-562 – K-562 leukemia; hit rate 7.4% among 78,000
MDA-MB-435 – MDA-MB-435 melanoma; hit rate 7.8% among 82,000; AID 1794794
MOLT-4 – MOLT-4 leukemia cells | hit rate 6.9% among 80,000
SR – SR leukemia cells; hit rate 8.7% among 73,000; AID 1794780
MCF7 – MCF7 breast cancer; hit rate 6.3% among 82,000; AID 1794796
MDA-MB-468 – MDA-MB-468 breast cancer. hit rate 8.5% among 78,000. AID 2202374
BT-549 – BT-549 breast cancer. hit rate 4.4% among 78,000. AID 1794793
Active calls of the source: *; & = joins results of further samples; [ ] = another dose, or the depositor's remark. How the source made its calls: active means growth percent below 10; inactive means the rest. No enrichment for hits, and some 15% of all compounds hit somewhere here.

Results for COc1ccc2c(c1)/C(=C/c1c(-c3cc(OC)c(OC)c(OC)c3)nc3sc(C)cn13)C(=O)N2 ?
MDA-MB-231: 56; K-562: 88; MDA-MB-435: 93; MOLT-4: 18; SR: 35; MCF7: 76; BT-549: 104

Results for Cn1c(=O)c2c(ncn2Cc2ccc(O)c([N+](=O)[O-])c2)n(C)c1=O ?
MDA-MB-231: 111; K-562: 107; MDA-MB-435: 112; MOLT-4: 106; SR: 111; MCF7: 101; MDA-MB-468: 100; BT-549: 105

How did Nc1nc(NC2CCCC2)cc(=O)[nH]1 do in these assays?
MDA-MB-231: 97; K-562: 118; MDA-MB-435: 103; MOLT-4: 115; SR: 119; MCF7: 101; MDA-MB-468: 96; BT-549: 119

How did Cc1ccc(-c2cc(-c3ccc(C)cc3)nc(NCCNc3ccnc4cc(Cl)ccc34)n2)cc1 do in these assays?
MDA-MB-231: -89*; K-562: -14*; MDA-MB-435: -76*; MOLT-4: -30*; SR: 2.9*; MCF7: -77*; MDA-MB-468: -93*; BT-549: 58

What do the screens show for `COC(=O)[C@@H](NC(=O)c1cccc(-c2cc(=O)c3c(OC)c(OC)c(OC)cc3o2)c1)C(C)C`?
MDA-MB-231: 87; K-562: 125; MDA-MB-435: 98; MOLT-4: 93; SR: 104; MCF7: 88; MDA-MB-468: 88; BT-549: 103

What do the screens show for `Cc1cc(Nc2ncn[nH]2)n2ncnc2n1`?
MDA-MB-231: 117; K-562: 100; MDA-MB-435: 110; MOLT-4: 96; MCF7: 95; MDA-MB-468: 108; BT-549: 95

Results for Cc1nc2ccc(Br)cn2c1-c1nnc(SCc2ccc(F)cc2)o1 ?
MDA-MB-231: 54; K-562: 80; MDA-MB-435: 85; MOLT-4: 85; MCF7: 51; MDA-MB-468: 80; BT-549: 74

Results for Cc1ccc(-n2nnc(C(=O)NCC(=O)Nc3ccccc3)c2C)cc1 ?
MDA-MB-231: 104; K-562: 99; MDA-MB-435: 109; MOLT-4: 99; SR: 112; MCF7: 100; MDA-MB-468: 108; BT-549: 104

How did O=C(O)C#Cc1ccccc1[N+](=O)[O-] do in these assays?
MDA-MB-231: 110; K-562: 101; MDA-MB-435: 113; MOLT-4: 99; SR: 99; MCF7: 101; MDA-MB-468: 113; BT-549: 90

What do the screens show for `CC(CO)CC(=O)c1c2c(c3oc(=O)cc(-c4ccccc4)c3c1O)C=CC(C)(C)O2` (centres undefined)?
MDA-MB-231: 82; K-562: 91; MDA-MB-435: 97; MOLT-4: 88; SR: 73; MCF7: 86; MDA-MB-468: 97; BT-549: 100

Results for Nc1ncc(-c2ccc(NS(=O)(=O)c3ccc(F)c(Br)c3)cc2)[nH]1 ?
MDA-MB-231: 84; MDA-MB-435: 88; MCF7: 70; MDA-MB-468: 75; BT-549: 84

How did O=S1(=O)OCCOS(=O)(=O)C1Cc1ccccc1 do in these assays?
MDA-MB-231: 106; K-562: 97; MDA-MB-435: 106; MOLT-4: 99; SR: 106; MCF7: 97; MDA-MB-468: 97; BT-549: 103

Results for NS(=O)(=O)c1ccc(CCn2c(SCC(=O)N/N=C/c3cccc(O)c3)nc3ccccc3c2=O)cc1 ?
MDA-MB-231: 96; K-562: 91; MDA-MB-435: 104; MOLT-4: 91; SR: 86; MCF7: 90; MDA-MB-468: 105; BT-549: 107

What do the screens show for `c1cnc2nc3[nH]c4ccccc4c3nc2c1`?
MDA-MB-231: 93; K-562: 94; MDA-MB-435: 109; MOLT-4: 100; MCF7: 79; BT-549: 90

What do the screens show for `CCCCC1(/C=N/NC(N)=O)NC(=O)NC1=O` (centres undefined)?
MDA-MB-231: 109; K-562: 94; MDA-MB-435: 114; MOLT-4: 98; SR: 95; MCF7: 102; MDA-MB-468: 105; BT-549: 105

Results for COc1ccc(C(=O)c2ccc([N+](=O)[O-])cc2)c(OC)c1OC ?
MDA-MB-231: 114; K-562: 112; MDA-MB-435: 103; MOLT-4: 114; SR: 110; MCF7: 96; MDA-MB-468: 110; BT-549: 119

How did Cc1ccc2sc3ncc(-c4ccc(Br)cc4)n3c2c1 do in these assays?
MDA-MB-231: 94; K-562: 103; MDA-MB-435: 105; MOLT-4: 104; SR: 120; MCF7: 92; MDA-MB-468: 109; BT-549: 107

How did CCCCSCN1CCN(c2ccc(Cl)cc2)CC1 do in these assays?
MDA-MB-231: 99; K-562: 172; MDA-MB-435: 101; MOLT-4: 105; SR: 158; MCF7: 89; MDA-MB-468: 118; BT-549: 87

What do the screens show for `CC(C)C[C@H]1C=C[C@@H](CC(C)C)N(Cc2ccccc2)S(=O)(=O)N1Cc1ccccc1`?
MDA-MB-231: 79[3.75 µM]; K-562: 58[3.75 µM]; MDA-MB-435: 93[3.75 µM]; MOLT-4: 54[3.75 µM]; SR: 56[3.75 µM]; MDA-MB-468: 42[3.75 µM]; BT-549: 110[3.75 µM]

Results for Cc1cc2c(C(C)C)c(O)c(O)c(C(=O)C(=O)NC(C)(C)C)c2c(O)c1-c1c(C)cc2c(C(C)C)c(O)c(O)c(C(=O)C(=O)NC(C)(C)C)c2c1O ?
MDA-MB-231: 68; K-562: 80; MDA-MB-435: 107; MOLT-4: 91; SR: 107; MCF7: 92; MDA-MB-468: 93; BT-549: 97

How did CC1Nc2nc(N)[nH]c(=O)c2NC1C (centres undefined) do in these assays?
MDA-MB-231: 79; K-562: 106; MDA-MB-435: 109; MOLT-4: 106; SR: 102; MCF7: 107; MDA-MB-468: 104

What do the screens show for `S=C(NCCN1CCOCC1)C(=S)NCCN1CCOCC1`?
MDA-MB-231: 102&108; K-562: 94; MDA-MB-435: 110&115; MOLT-4: 111&103; SR: 94&82; MCF7: 90&104; MDA-MB-468: 109&110; BT-549: 99&101

How did Cc1cccc2nc3c(n12)C(=O)C(=O)c1ccccc1-3 do in these assays?
MDA-MB-231: 64; K-562: 29; MDA-MB-435: -86*; MOLT-4: 81; SR: 88; MCF7: 48; MDA-MB-468: 80; BT-549: 79

What do the screens show for `Cn1c(=O)[nH]c2nc(SC/C(=N/O)c3ccc([N+](=O)[O-])cc3)[nH]c2c1=O`?
MDA-MB-231: 81; MDA-MB-435: 97; MOLT-4: 95; SR: 107; MCF7: 89; MDA-MB-468: 94; BT-549: 111

Results for O=C(O)CC(Br)Br ?
MDA-MB-231: 121; K-562: 96; MDA-MB-435: 104; MOLT-4: 100; SR: 89; MCF7: 101; MDA-MB-468: 102; BT-549: 103

Results for O=c1c2cccnc2nc(-c2ccc(F)cc2)n1-c1ccc(S(=O)(=O)Nc2ncccn2)cc1 ?
MDA-MB-231: 103; K-562: 105; MDA-MB-435: 112; MOLT-4: 110; SR: 129; MCF7: 101; MDA-MB-468: 111; BT-549: 100

What do the screens show for `NC(=O)c1c(Nc2ccc(Cl)cc2)nn2c(-c3ccc(Cl)cc3)c(-c3nc4ccccc4s3)c(N)nc12`?
MDA-MB-231: 74; K-562: 69; MDA-MB-435: 80; MOLT-4: 85; SR: 37; MCF7: 62; MDA-MB-468: 85; BT-549: 76

Results for CCN(CC)CCSc1nc2ccccc2n1C ?
MDA-MB-231: 119; K-562: 98; MDA-MB-435: 105; MOLT-4: 98; SR: 87; MCF7: 93; MDA-MB-468: 79; BT-549: 193

How did CC(C)(C)c1ccc(O)c(N)c1 do in these assays?
MDA-MB-231: 97; K-562: 108; MOLT-4: 97; SR: 99; MCF7: 105; MDA-MB-468: 106; BT-549: 96

Results for COc1cc2c(c(OC)c1OC)C1(CCCO1)c1cccc(OC)c1-2 (centres undefined) ?
MDA-MB-231: 108; K-562: 106; MDA-MB-435: 100; MOLT-4: 103; SR: 96; MCF7: 92; MDA-MB-468: 103; BT-549: 109

What do the screens show for `Cc1ccc(S(=O)(=O)c2c(COC(=O)c3cccc(C)c3)c(-c3ccccc3)nn2C)cc1`?
MDA-MB-231: 14; K-562: -23*; MDA-MB-435: -34*; MOLT-4: -11*; SR: 1.4*; MCF7: -49*; MDA-MB-468: -84*; BT-549: 57

What do the screens show for `O=S(=O)(c1ccccc1)N1CCN(S(=O)(=O)c2ccccc2)CC1`?
MDA-MB-231: 100; K-562: 106; MDA-MB-435: 105; MOLT-4: 98; SR: 103; MCF7: 92; MDA-MB-468: 92; BT-549: 100

What do the screens show for `NC(CC(N)C(=O)O)C(=O)O` (centres undefined)?
MDA-MB-231: 103; K-562: 92; MDA-MB-435: 103; MOLT-4: 107; SR: 90; MCF7: 99; MDA-MB-468: 91; BT-549: 105

What do the screens show for `CC(C)CNCC(=O)Nc1ccc(Cc2ccc(NC(=O)CNCC(C)C)cc2)cc1`?
MDA-MB-231: -0.5*; K-562: -28*; MDA-MB-435: 88; MOLT-4: 23; SR: 6.2*; MCF7: 44; MDA-MB-468: 80; BT-549: 52

Results for O=C(O)c1c(=O)cccc2ssc12 ?
MDA-MB-231: -57*; K-562: 4.0*; MDA-MB-435: 23; MOLT-4: -23*; SR: -9.6*; MCF7: -17*; MDA-MB-468: -50*; BT-549: 20

What do the screens show for `CSc1ncc(Br)c(Nc2ccc(Cl)c(Cl)c2)n1`?
MDA-MB-231: 107; K-562: 62; MDA-MB-435: 110; SR: 112; MCF7: 86; MDA-MB-468: 139; BT-549: 89

How did Cc1cc(C#Cc2ccccc2)ccc1-n1c(/C=C/c2ccc(O)cc2)nc2ccccc2c1=O do in these assays?
MDA-MB-231: 71; K-562: 41; MDA-MB-435: 60; MOLT-4: 31; SR: 70; MCF7: 35; MDA-MB-468: 87; BT-549: 87

How did CC1CN(C(=O)c2ccccc2)CC/C1=N\O (centres undefined) do in these assays?
MDA-MB-231: 103; K-562: 95; MDA-MB-435: 112; MOLT-4: 99; SR: 104; MCF7: 99; MDA-MB-468: 103; BT-549: 98

What do the screens show for `Clc1ccc2c(NC3CCC(N4CCOCC4)CC3)ccnc2c1` (centres undefined)?
MDA-MB-231: 82; K-562: 49; MDA-MB-435: 86; MOLT-4: 74; SR: 55; MCF7: 64; MDA-MB-468: 9.6*; BT-549: 67

How did CC(C)(C)c1ccc(S(=O)(=O)/N=C(\N)Nc2nc3ccccc3s2)cc1 do in these assays?
MDA-MB-231: 91; K-562: 93; MDA-MB-435: 102; MOLT-4: 90; MCF7: 90; MDA-MB-468: 88; BT-549: 99

How did COc1cc2cc3c(nc2cc1OC)CCN3Cc1ccc(NC(=O)c2ccccc2I)cc1 do in these assays?
MDA-MB-231: 90; K-562: 83; MDA-MB-435: 99; MOLT-4: 72; SR: 83; MCF7: 91; MDA-MB-468: 100; BT-549: 97

Results for CCOC(=O)CC[C@H](NC(=O)c1ccc(N)c2ccccc12)C(=O)OCC ?
MDA-MB-231: 97; K-562: 89; MDA-MB-435: 110; MOLT-4: 87; SR: 80; MCF7: 100; MDA-MB-468: 92; BT-549: 102

Results for CC(CC(C#N)N(C)c1ccccc1)CC(C)(C)C (centres undefined) ?
MDA-MB-231: 101; K-562: 103; MDA-MB-435: 121; MOLT-4: 94; SR: 93; MCF7: 100; MDA-MB-468: 104; BT-549: 115

What do the screens show for `Cc1ccc(-c2csc(N3CCCC3=O)n2)cc1`?
MDA-MB-231: 92; K-562: 102; MDA-MB-435: 99; MOLT-4: 85; SR: 102; MCF7: 89; MDA-MB-468: 96; BT-549: 98

What do the screens show for `Cc1cccc2cc[nH]c12`?
MDA-MB-231: 93; MDA-MB-435: 118; MCF7: 96; MDA-MB-468: 108; BT-549: 108

Of the compounds above, 4 have a nitro group on carbon:
Results for Cn1c(=O)c2c(ncn2Cc2ccc(O)c([N+](=O)[O-])c2)n(C)c1=O ?
MDA-MB-231: 111; K-562: 107; MDA-MB-435: 112; MOLT-4: 106; SR: 111; MCF7: 101; MDA-MB-468: 100; BT-549: 105

How did O=C(O)C#Cc1ccccc1[N+](=O)[O-] do in these assays?
MDA-MB-231: 110; K-562: 101; MDA-MB-435: 113; MOLT-4: 99; SR: 99; MCF7: 101; MDA-MB-468: 113; BT-549: 90

Results for COc1ccc(C(=O)c2ccc([N+](=O)[O-])cc2)c(OC)c1OC ?
MDA-MB-231: 114; K-562: 112; MDA-MB-435: 103; MOLT-4: 114; SR: 110; MCF7: 96; MDA-MB-468: 110; BT-549: 119

What do the screens show for `Cn1c(=O)[nH]c2nc(SC/C(=N/O)c3ccc([N+](=O)[O-])cc3)[nH]c2c1=O`?
MDA-MB-231: 81; MDA-MB-435: 97; MOLT-4: 95; SR: 107; MCF7: 89; MDA-MB-468: 94; BT-549: 111

Following part:
How did O=C(O[C@H]1CO[C@H]2[C@@H]1OC[C@@H]2Oc1ccc(Nc2ncnc3ccsc23)cc1Cl)c1ccccc1 do in these assays?
MDA-MB-231: 79; K-562: 95; MDA-MB-435: 100; MOLT-4: 98; SR: 81; MCF7: 85; MDA-MB-468: 94; BT-549: 106

How did CCN(C(=O)Nc1ccccc1Cl)c1ccccc1 do in these assays?
MDA-MB-231: 109; K-562: 94; MDA-MB-435: 98; SR: 81; MCF7: 100; MDA-MB-468: 97; BT-549: 106

What do the screens show for `O=C(/C=C/C12c3ccccc3C(c3ccccc31)C1C(=O)NC(=O)C12)c1ccc(F)cc1` (centres undefined)?
MDA-MB-231: 12; K-562: 6.1*; MDA-MB-435: -13*; MOLT-4: 3.0*; SR: 0.4*; MCF7: 12; MDA-MB-468: -25*; BT-549: 2.8*

Results for Cn1c(O)c(/C=N/NC(=O)c2ccccn2)sc1=S ?
MDA-MB-231: 83; K-562: 50; MDA-MB-435: 68; MOLT-4: 56; SR: 37; MCF7: 58; MDA-MB-468: 57; BT-549: 77

What do the screens show for `COc1cc(NCCCCCNCC(C)(C)C)c2ncccc2c1`?
MDA-MB-231: 96; K-562: 67; MDA-MB-435: 108; MOLT-4: 88; SR: 91; MCF7: 89; MDA-MB-468: 82; BT-549: 105
